Compound activity deposited in PubChem BioAssay by several laboratories.
CIT2-GFP yeast: alters CIT2-GFP fluorescence in TOR pathway yeast screen; S. cerevisiae CIT2-GFP strain, flow cytometry, 3 h; 100 means same as DMSO wells; GFP response vs DMSO, % at 10 µM; 0.065% of 320,000 active;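 active = GFP response relative to DMSO above a set limit, near the screen mean plus 3 SD, cut at about 150% in these data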;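 note: ratio of well median GFP fluorescence to mean of DMSO wells on the plate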
VLA-4 inh: inhibition in a human VLA-4 binding assay. inhibition, % (about 7 µM as worked out from the volumes in the protocol). P13612. AID 2557. VLA-4 expressing cells, ligand binding flow cytometry. 0.2% of 330,000 active; in the data active = inhibition above about 50%
Target sequence (P13612 whole entry, looked up): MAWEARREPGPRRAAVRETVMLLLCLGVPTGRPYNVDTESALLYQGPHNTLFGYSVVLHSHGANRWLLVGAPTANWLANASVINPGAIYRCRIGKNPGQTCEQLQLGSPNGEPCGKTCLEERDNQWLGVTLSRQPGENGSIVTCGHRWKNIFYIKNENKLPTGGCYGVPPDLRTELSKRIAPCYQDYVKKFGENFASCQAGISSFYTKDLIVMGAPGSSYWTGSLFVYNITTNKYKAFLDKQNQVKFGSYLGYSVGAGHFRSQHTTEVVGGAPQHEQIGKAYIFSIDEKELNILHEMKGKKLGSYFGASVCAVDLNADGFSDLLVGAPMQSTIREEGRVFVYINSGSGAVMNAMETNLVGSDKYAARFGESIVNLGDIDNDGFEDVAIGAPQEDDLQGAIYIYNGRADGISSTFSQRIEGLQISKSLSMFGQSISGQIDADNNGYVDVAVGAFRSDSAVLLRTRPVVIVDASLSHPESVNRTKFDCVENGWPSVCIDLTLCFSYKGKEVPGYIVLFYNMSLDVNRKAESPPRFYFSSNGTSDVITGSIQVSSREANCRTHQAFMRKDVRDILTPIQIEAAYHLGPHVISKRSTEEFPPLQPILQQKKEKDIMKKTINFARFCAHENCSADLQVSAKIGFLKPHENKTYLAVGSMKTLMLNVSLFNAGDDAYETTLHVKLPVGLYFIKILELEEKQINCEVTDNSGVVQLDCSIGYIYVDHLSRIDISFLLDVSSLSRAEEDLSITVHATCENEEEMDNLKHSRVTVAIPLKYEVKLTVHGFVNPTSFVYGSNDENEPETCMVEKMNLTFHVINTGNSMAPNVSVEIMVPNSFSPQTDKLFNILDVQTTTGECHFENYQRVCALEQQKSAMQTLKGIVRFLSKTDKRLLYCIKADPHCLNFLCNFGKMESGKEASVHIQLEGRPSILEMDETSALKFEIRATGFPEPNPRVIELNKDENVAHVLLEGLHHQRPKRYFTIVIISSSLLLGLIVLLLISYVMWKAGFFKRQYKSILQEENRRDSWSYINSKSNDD
AGP1 TOR yeast: modulators of TOR pathway AGP1-GFP in S. cerevisiae; S. cerevisiae AGP1-GFP multiplex flow cytometry, 3 h; GFP as percent of DMSO wells; GFP response vs DMSO, % at 10 µM; 0.02% of 320,000 active; AID 2066;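 active = GFP response relative to DMSO above a set limit, near screen average plus 3 SD, cut at about 150% in these data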;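 note: median GFP channel fluorescence of the gated AGP1 strain per well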
RPL19A-GFP yeast: yeast TOR pathway RPL19A-GFP modulation; AID 2025; percent response vs DMSO, % at 10 µM; 0.3% of 330,000 active; S. cerevisiae RPL19A-GFP strain, flow cytometry, 3 h; active compounds read low;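 active = percent response vs DMSO below 50%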;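 note: median channel GFP fluorescence of the barcoded RPL19A-GFP strain; ratio of sample median GFP to plate DMSO average so 100% = DMSO; lower means less RPL19A-GFP as with rapamycin TOR inhibition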
MEP2 TOR yeast: alters MEP2-GFP fluorescence in TOR pathway yeast screen; S. cerevisiae MEP2-GFP strain, flow cytometry GFP, 3 h; 100% = DMSO control level; GFP response vs DMSO, % at 10 µM; 0.51% of 330,000 active;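 active = GFP response versus DMSO above a set limit, roughly screen mean plus 3 SD, cut at about 180% in these data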;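 note: median GFP fluorescence of the barcode-gated MEP2-GFP cells per well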
LAP4 TOR yeast: modulators of TOR pathway LAP4-GFP in S. cerevisiae | S. cerevisiae LAP4-GFP multiplex, flow cytometry GFP, 3 h; median GFP as percent of DMSO wells | GFP response vs DMSO, % at 10 µM | 0.34% of 320,000 active | AID 2023;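 active = GFP response vs DMSO above a set limit, about the screen mean plus 3 SD, cut at about 150% in these data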
JMJD2C inh: human JMJD2C demethylase inhibition; Q9H3R0; GST-JMJD2C(1-420) H3K9me3 demethylation, DELFIA europium; inhibition, % at 2.35 µM; 0.069% of 330,000 active; AID 2099;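 active = more than half of a compound's replicate wells show inhibition beyond 50%, single wells judged on their own value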;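 note: signal counts dimethyl H3K9 product captured on neutravidin plate; 0% = median of DMSO wells and 100% = 0.3 times that DMSO median; strong numbers were not always called active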
GRK2 aptamer HTS: blocks RNA aptamer binding to human GRK2 | inhibition of aptamer binding, % at 10 µM | bead flow cytometry, FAM-aptamer displacement from GRK2 | 0.59% of 330,000 active;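 active = inhibition of aptamer binding above 40%, roughly 3 SD of noise, on plates passing a quality check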;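 note: median bead fluorescence of bound FAM aptamer so fluorescent compounds give negative values; no value below 0 was filed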
Numbers without * were called inactive; . = no result given.

SMILES	CIT2-GFP yeast	VLA-4 inh	AGP1 TOR yeast	RPL19A-GFP yeast	MEP2 TOR yeast	LAP4 TOR yeast	JMJD2C inh	GRK2 aptamer HTS
CC(=O)c1ccc(N2CCN(C(=O)/C=C/c3ccc(S(=O)(=O)N4CCOCC4)cc3)CC2)cc1	91	6	96	96	98	98	13	3
CCNC(=S)NCc1ccc(OC)c(OC)c1	106	4	100	113	103	97	-15	4
CCOc1ccc(CCNC(=O)c2cccc(S(=O)(=O)N3CCCC3)c2)cc1OCC	92	2	93	88	93	89	14	0
NNC(=O)c1cc(C2CC2)nc2ccc(Br)cc12	99	6	97	108	114	97	5	0
CC(=O)Nc1ccc(S(=O)(=O)Nc2nc3ccccc3nc2Nc2cccc(S(N)(=O)=O)c2)cc1	91	2	103	103	103	108	-8	0
CCOc1ncccc1C(=O)Nc1ccc(S(=O)(=O)Nc2nc(C)cc(C)n2)cc1	96	0	102	98	103	94	8	3
Cc1ccccc1OCC(=O)NCCCNC(=O)c1cccnc1	96	10	77	92	108	90	9	1
Cc1cccc(NC(=O)NCc2ccc3c(c2)OCO3)c1C	97	9	94	100	96	91	28	5
Cc1ccc(NC(=O)C2CCCC2)cc1Cl	85	5	87	100	98	97	0	0
O=C1N=c2ccccc2=C1c1sc(NS(=O)(=O)Cc2ccccc2)nc1O	101	2	103	95	117	113	-1	0
COc1ccc(Cl)cc1C(=O)NNC(=S)NC1CCCCC1	89	-6	99	95	90	104	-38	0
CC(=O)Nc1ccc(S(=O)(=O)N2CCc3cc4c(cc3C2C)OCCCO4)cc1 (stereo not drawn)	98	-6	103	100	108	103	1	1
CN(NC(=O)C1CC(=O)N(c2ccccc2)C1)C1=NS(=O)(=O)c2ccccc21 (stereo not drawn)	106	13	105	102	102	88	-15	0
CC(C)[C@@H]1NC(=O)c2cc([N+](=O)[O-])cc(I)c2OCC[C@@H](C(N)=O)NC(=O)[C@H](CCC(=O)O)NC1=O	88	-2	95	108	95	105	4	0
O=C(Nc1ccccc1C(=O)N1CCOCC1)C1CC(=O)N(c2ccc(F)cc2)C1 (stereo not drawn)	88	-14	93	92	88	92	1	0
Cc1ccccc1OCC(=O)OC(C)CN1CCN(C)CC1 (stereo not drawn)	101	-2	104	96	98	97	0	5
CCc1nn(CC(=O)NCc2cccnc2)c(=O)c2cc3occc3n12	97	-1	97	97	100	99	-6	0
O=C(CSc1nnc(-c2ccc(O)cc2)n1Cc1ccco1)c1cccs1	96	-1	99	98	103	111	-6	4
CCn1c(SCC(=O)c2cc(OC)ccc2OC)nnc1-c1ccncc1	106	-3	106	103	112	111	.	2
CCN(CC(=O)Nc1c(F)cccc1F)C(=O)CCc1nc2sc3c(c2c(=O)[nH]1)CCCC3	103	-2	110	100	93	92	-2	3
Cc1cccc(CSc2nnc(CCNC(=O)OC(C)(C)C)o2)c1	94	14	96	93	94	104	16	1
O=C(N/C(=C\c1ccc(Br)cc1)C(=O)N1CCCC1)c1cccs1	98	6	101	96	96	94	9	1
CCN=C1S/C(=C\c2ccc(OC)c(OCC)c2)C(=O)N1CC	96	-2	91	97	100	88	-7	1
CC(=O)Nc1ccc(S(=O)(=O)Nc2cccc(-c3ccc4nncn4n3)c2)cc1	104	11	103	113	104	97	4	0
O=C(O)c1cc(N/N=C/c2cccc3ccccc23)ccc1Cl	108	9	104	105	110	106	11	0
COc1cc(CN2CCC(C(=O)N3CCCC(C)C3)CC2)cc(OC)c1O (stereo not drawn)	100	-9	100	92	101	96	-1	2
CC(C)(C)CN1CCN(Cc2cccnc2)CC1CCO (stereo not drawn)	107	8	103	102	113	97	14	0
Cc1nn(C)cc1CN(C)C(=O)CCc1nnc(CCC2CCCCC2)o1	106	-19	102	106	102	104	-2	1
CCOc1ccc(C(=O)C2CCN(C(=O)c3ccccc3C(=O)O)CC2)cc1	103	4	98	99	102	98	20	0
Cc1ccc(-c2csc(N3N=C(c4ccccc4)/C(=C\c4ccc(N(C)C)cc4)C3=O)n2)cc1	88	-29	93	90	95	.	8	3

Part of the list above, with values under each structure:
Every second line gives: CIT2-GFP yeast | VLA-4 inh | AGP1 TOR yeast | RPL19A-GFP yeast | MEP2 TOR yeast | LAP4 TOR yeast | JMJD2C inh | GRK2 aptamer HTS
- CCOc1ncccc1C(=O)Nc1ccc(S(=O)(=O)Nc2nc(C)cc(C)n2)cc1
  96 | 0 | 102 | 98 | 103 | 94 | 8 | 3
- Cc1ccccc1OCC(=O)NCCCNC(=O)c1cccnc1
  96 | 10 | 77 | 92 | 108 | 90 | 9 | 1
- Cc1cccc(NC(=O)NCc2ccc3c(c2)OCO3)c1C
  97 | 9 | 94 | 100 | 96 | 91 | 28 | 5
- Cc1ccc(NC(=O)C2CCCC2)cc1Cl
  85 | 5 | 87 | 100 | 98 | 97 | 0 | 0
- O=C1N=c2ccccc2=C1c1sc(NS(=O)(=O)Cc2ccccc2)nc1O
  101 | 2 | 103 | 95 | 117 | 113 | -1 | 0
- COc1ccc(Cl)cc1C(=O)NNC(=S)NC1CCCCC1
  89 | -6 | 99 | 95 | 90 | 104 | -38 | 0
- CC(=O)Nc1ccc(S(=O)(=O)N2CCc3cc4c(cc3C2C)OCCCO4)cc1 (stereo not drawn)
  98 | -6 | 103 | 100 | 108 | 103 | 1 | 1
- CN(NC(=O)C1CC(=O)N(c2ccccc2)C1)C1=NS(=O)(=O)c2ccccc21 (stereo not drawn)
  106 | 13 | 105 | 102 | 102 | 88 | -15 | 0
- CC(C)[C@@H]1NC(=O)c2cc([N+](=O)[O-])cc(I)c2OCC[C@@H](C(N)=O)NC(=O)[C@H](CCC(=O)O)NC1=O
  88 | -2 | 95 | 108 | 95 | 105 | 4 | 0
- O=C(Nc1ccccc1C(=O)N1CCOCC1)C1CC(=O)N(c2ccc(F)cc2)C1 (stereo not drawn)
  88 | -14 | 93 | 92 | 88 | 92 | 1 | 0
- Cc1ccccc1OCC(=O)OC(C)CN1CCN(C)CC1 (stereo not drawn)
  101 | -2 | 104 | 96 | 98 | 97 | 0 | 5
- CCc1nn(CC(=O)NCc2cccnc2)c(=O)c2cc3occc3n12
  97 | -1 | 97 | 97 | 100 | 99 | -6 | 0
- O=C(CSc1nnc(-c2ccc(O)cc2)n1Cc1ccco1)c1cccs1
  96 | -1 | 99 | 98 | 103 | 111 | -6 | 4
- CCn1c(SCC(=O)c2cc(OC)ccc2OC)nnc1-c1ccncc1
  106 | -3 | 106 | 103 | 112 | 111 | . | 2
- CCN(CC(=O)Nc1c(F)cccc1F)C(=O)CCc1nc2sc3c(c2c(=O)[nH]1)CCCC3
  103 | -2 | 110 | 100 | 93 | 92 | -2 | 3

Continued:
SMILES	CIT2-GFP yeast	VLA-4 inh	AGP1 TOR yeast	RPL19A-GFP yeast	MEP2 TOR yeast	LAP4 TOR yeast	JMJD2C inh	GRK2 aptamer HTS
O=C(CN1CCN(S(=O)(=O)c2ccccc2)CC1)Nc1cccc(C(F)(F)F)c1	91	17	102	103	103	102	-10	1
COc1cccc(OCCSc2nnc3sc4ccccc4n23)c1	97	15	90	96	96	110	11	3
O=C(NCC(=O)N1CCN(S(=O)(=O)/C=C/c2ccccc2)CC1)c1ccccc1F	94	-3	101	96	97	100	-4	0
Cc1c(NC(=O)N2CCCCCC2)c(=O)n(-c2ccccc2)n1C	91	0	90	90	94	97	-2	0
COc1cc(Nc2nc3ccccc3n3nnnc23)cc(OC)c1OC	102	-72	102	100	104	105	1	0
Clc1ccc(Cc2nn3c(Cn4nnc5ccccc54)nnc3s2)cc1	102	-9	103	102	104	97	4	0
CCNc1nc(ON=C(C)C)nc(N(C)C)n1	93	9	89	104	100	96	2	0
COc1cc(Nc2cc(C)nc3nc(C)nn23)cc(OC)c1OC	101	21	104	102	116	103	0	6
CCc1ccccc1NC(=O)CN(c1ccc(OC)cc1OC)S(=O)(=O)c1ccccc1	99	-3	91	95	107	88	4	0
COc1cccc(CNC(=O)CCC2CCCN(Cc3ccc(OC(F)F)cc3)C2)c1 (stereo not drawn)	98	-5	88	93	92	85	3	1
O=C(NC1=NCCS1)c1cccc(S(=O)(=O)N2CCc3ccccc32)c1	87	20	96	92	94	100	11	0
Cc1ccc(C)c(OCc2ccc(C(=O)Nc3ccc([N+](=O)[O-])cn3)o2)c1	80	-2	84	89	89	98	2	0
COc1ccc(C2=NN(C(=O)c3ccccc3C(=O)O)C(c3ccccc3O)C2)cc1 (stereo not drawn)	98	-11	99	104	102	95	0	0
Nc1c(C(=O)N2CCCCCC2)oc2ccccc12	102	10	96	102	104	90	14	3
Cc1cc(NC(=O)CCCC(=O)NCc2cccs2)no1	105	-4	106	103	110	95	1	0
O=C1CCCc2c1cc(C(=O)NCc1ccco1)c(=O)n2-c1ccc(Cl)cc1	96	0	101	98	92	104	-19	1
CCc1ccc(C2NC(=S)NC3=C2C(=O)N(c2ccccc2OC)C(c2ccc(CC)cc2)N3)cc1 (stereo not drawn)	94	8	.	97	99	106	-4	0
O=C(Nc1ccccc1)C(c1ccccc1)c1ccccc1	94	24	103	100	107	110	-12	0
Cc1ccc(C2CC(c3ccc(NS(C)(=O)=O)cc3)=NN2C(=O)c2ccco2)cc1 (stereo not drawn)	113	-2	103	110	102	92	-5	0
O=c1[nH]c2cnccc2n1-c1ccccc1	93	3	95	96	95	99	2	3
O=S(=O)(Cc1noc(-c2ccc(Cl)cc2)n1)Cc1ccco1	103	-4	109	97	96	125	-4	7
O=C(c1cccs1)N(c1ccc(F)cc1)C1C=CS(=O)(=O)C1 (stereo not drawn)	106	6	102	103	103	91	4	2
O=C1C2C3CC(C(Br)C3Br)C2C(=O)N1c1ccccn1 (stereo not drawn)	101	-6	104	101	101	102	-1	1
Cn1c(=O)oc2cc(S(=O)(=O)NCc3ccccn3)ccc21	100	-24	99	97	99	98	-20	52*
COc1ccc(O)c(CN2CCN(CCc3ccccc3)C(CCO)C2)c1 (stereo not drawn)	99	16	100	102	104	102	4	1
COc1ccc(NC(=O)c2ccc(S(=O)(=O)N3CCOCC3)cc2)c(OC)c1	100	10	110	101	97	94	-1	2
CCCCc1cc(=O)oc2cc(C)cc(OC(C)C(=O)NCC3CCC(C(=O)O)CC3)c12 (stereo not drawn)	103	-4	102	99	108	103	6	0
O=C(O)C1CCCCC1C(=O)Nc1cccc(Cl)c1Cl (stereo not drawn)	91	8	93	101	100	109	-12	0
CCOCCCNC(=O)C1CCN(S(=O)(=O)N2CC(C)CC(C)C2)CC1 (stereo not drawn)	104	4	102	100	101	94	1	0
CC(C)CCN(C(=O)c1cc(=O)[nH]c2ccccc12)c1c(N)n(Cc2ccccc2)c(=O)[nH]c1=O	86	4	98	95	96	97	1	0
O=C(c1cc(-c2ccc3c(c2)OCO3)on1)N1CCOCC1	98	2	99	.	98	96	-5	5
N#Cc1c2n(c3c(=O)[nH]cnc13)CCCC2	.	22	86	93	88	94	0	0
O=C(NC1CCCCC1)c1ccc(-c2ccccc2[N+](=O)[O-])o1	94	-9	94	103	96	101	-11	39
O=C(COC(=O)Cc1cccs1)NCC(=O)Nc1ccc(F)cc1	102	1	100	96	101	100	3	0
COc1ccc(C(C2C(=O)CC(C)(C)CC2=O)C2C(=O)CC(C)(C)CC2=O)cc1	97	-3	99	91	89	113	8	0
Cc1oc(C(C)(C)C)cc1C(=O)Nc1ccc2c(c1)OCO2	95	2	98	98	96	105	6	1
Cc1cc(OC(C)C(=O)NNC(=O)Nc2ccc(F)cc2F)cc(C)c1Cl (stereo not drawn)	88	8	86	110	100	67	-8	0
